High-throughput results from PubChem BioAssay.
GPR55 antagonists – inhibition of LPI-stimulated GPR55 beta-arrestin translocation – imaging, U2OS, beta-arrestin-GFP, LPI agonist, primary screen (AID 2013) | inhibition, % at 10 µM; hits with a dose series show IC50 in µM | actives 0.13% (n = 290,000) | U2OS GPR55 beta-arrestin-GFP translocation imaging, LPI antagonism; higher % means a stronger effect;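 active = spots per cell inhibited over 60%, with over 100 cells counted and total cytoplasm intensity under 500,000; inconclusive = wells with under 100 cells, flagged as likely toxic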;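 also: U2OS cells stably carrying GPR55 and arrestin-GFP stimulated by 5 µM LPI near EC80; imaged beta-arrestin-GFP aggregate spots per cell after agonist stimulation; plate controls were LPI-stimulated DMSO wells for no effect and DMSO wells without LPI for full effect; some results filed as inactive read as strong as hits; confirmed hits need IC50 under 10 µM and bright autofluorescent wells are also inconclusive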
MgcRacGAP inhibition – MgcRacGAP GTPase-activating activity inhibitors, confirmation, biochemical, ADP Hunter fluorescence; MgcRacGAP-stimulated Rac1 GTP hydrolysis, ADP Hunter fluorescence; higher % means a stronger effect; GST-tagged Rac1 F28L mutant substrate; AID 624330; inhibition, % at 30 µM; hits with a dose series show IC50 in µM; actives 0.6% (n = 340,000);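 active = first-screen hits whose inhibition reached a set limit at any dose in the follow-up dose series; inconclusive = inhibition above the set first-screen limit but never retested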;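 also: fluorescence reports GDP produced by GAP-driven GTP hydrolysis; strong numbers were not always called active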
HIV fusion peptide – inhibitors of HIV fusion peptide binding, primary screen, biochemical, uHTS, fluorescence dequenching (AID 1986) | actives 0.3% (n = 290,000) | cell-free peptide binding, fluorescence dequenching, 30 min; higher % means a stronger effect | inhibition, % at 20 µM; hits with a dose series show IC50 in µM; in the data active = inhibition mostly above about 52%, no sharp cut-off; inactive = mostly below about 76%; also: some results filed as inactive read as strong as hits
LYP phosphatase – inhibitors of LYP phosphatase, biochemical, fluorescence intensity, uHTS (AID 1779) | one-dose inhibition, % at 11.5 µM; IC50 in µM for titrated hits | actives 0.054% (n = 290,000) | recombinant LYP phosphatase, fluorescence intensity; higher % means a stronger effect; in the data active = inhibition above about 50%;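 also: plate controls were vehicle with enzyme for no effect and no enzyme for full effect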
Myeloid diff MLP – compounds promoting myeloid differentiation; ER-HoxA9 myeloid progenitors, lysozyme-GFP differentiation, flow cytometry; calls only at 10 µM; actives 1% (n = 360,000); AID 624256;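 active = normalized GFP-positive differentiation at or above the plate's own cutoff, the solvent-only control mean plus 3 SD; inconclusive = no clear call, values can overlap the other calls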;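 also: cells exposed to compound for four days before flow analysis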
SIAH1 antagonists – Siah-1 peptide-binding antagonists, primary screen, biochemical, fluorescence polarization, rhodamine-plectin, uHTS (AID 1817). actives 0.02% (n = 290,000). one-dose displacement, % at 20 µM; IC50 in µM for titrated hits. Siah-1 / rhodamine-plectin peptide fluorescence polarization; higher % means a stronger effect;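 active = displacement of at least 50% at 20 µM, with a fluorescence ratio check between 0.3 and a set limit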;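 also: plate controls were Siah plus tracer with DMSO for no effect and tracer alone without Siah for full effect; strong numbers were not always called active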
Salmonella PhoP GFP – PhoP-dependent GFP reporter repression – Salmonella Typhimurium, primary screen (AID 1863) | S. Typhimurium PhoP-regulated promoter GFP reporter, 4 h; higher % means a stronger effect | inhibition, % at 50 µM; hits with a dose series show IC50 in µM | actives 0.16% (n = 300,000);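 active = inhibition over 29.93%, a cutoff 3 SD above the screen mean, later confirmed by dose response; inconclusive = inhibition over 29.93% but no dose response follow-up; inactive = inhibition at most 29.93% or unconfirmed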;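 also: 0% = low Mg2+ inducing control and 100% = high Mg2+ repressing control; strong numbers were not always called active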
GPR35 antagonists – GPR35 antagonists blocking zaprinast-driven arrestin recruitment, primary screen, imaging, U2OS, beta-arrestin-GFP, zaprinast agonist (AID 2058) | U2OS GPR35 beta-arrestin-GFP translocation imaging, zaprinast antagonism; higher % means a stronger effect | one-dose inhibition, % at 10 µM; IC50 in µM for titrated hits | actives 0.052% (n = 290,000);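 active = inhibition of at least 50% with at least 30 cells and total cytoplasm GFP at most 10,000,000; inconclusive = under 30 cells or total GFP of 10,000,000 plus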
NTR1 agonist – agonists of NTR1, primary screen, imaging, U2OS cells, beta-arrestin-GFP, high content (AID 493036). activation, % at 20 µM. NTR1-U2OS beta-arrestin-GFP spot imaging, agonist mode. P30989. actives 0.17% (n = 330,000);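 active = activation at or above 40% of the spot to cytoplasm intensity ratio, with at least 20 cells analyzed; inconclusive = wells under 20 cells, flagged as cytotoxic or low count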;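 also: 0% = DMSO without peptide and 100% = 100 nM NTR1 peptide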
Target sequence (P30989 whole entry, looked up): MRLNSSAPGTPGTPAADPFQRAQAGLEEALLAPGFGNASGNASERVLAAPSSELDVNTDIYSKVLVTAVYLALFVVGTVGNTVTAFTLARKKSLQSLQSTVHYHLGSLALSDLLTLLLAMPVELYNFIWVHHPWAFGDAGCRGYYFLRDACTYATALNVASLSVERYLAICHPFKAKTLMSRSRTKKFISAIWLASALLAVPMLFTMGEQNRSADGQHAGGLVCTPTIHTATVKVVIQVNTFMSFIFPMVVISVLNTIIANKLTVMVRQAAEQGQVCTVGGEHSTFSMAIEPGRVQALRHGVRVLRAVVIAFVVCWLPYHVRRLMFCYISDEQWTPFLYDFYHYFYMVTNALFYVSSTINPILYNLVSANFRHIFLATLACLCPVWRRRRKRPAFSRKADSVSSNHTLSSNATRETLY
NTR1 agonist cell count 20 µM – second read-out of NTR1 agonist, no call of its own (marks repeat the call); cell count; measured here: cell count, cytotoxicity flag
Myeloid diff MLP GFP+ MAC1+ % – also measured in Myeloid diff MLP; calls as there; GFP+ MAC1+ double positive, %; measured here: differentiation confirmed by MAC1 staining
Numbers without * were called inactive; i = inactive; ? = inconclusive; · = not tested or not shown.

| item | Molecule | MgcRacGAP inhibition | Myeloid diff MLP GFP+ MAC1+ % | GPR55 antagonists | SIAH1 antagonists | NTR1 agonist | GPR35 antagonists | Salmonella PhoP GFP | LYP phosphatase | Myeloid diff MLP | NTR1 agonist cell count 20 µM | HIV fusion peptide |
| --- | --- | --- | --- | --- | --- | --- | --- | --- | --- | --- | --- | --- |
| 1 | COc1ccccc1N1CCN(C(=O)CSc2nc3ccccc3c(=O)n2CC2CCCO2)CC1 (centres undefined) | -4% | 1.2 | 25% | 1% | 5.5 | 7% | 2% | -1% | i | 55 | -3.2% |
| 2 | O=C(CN1C(=O)c2cccnc2Oc2ccc(Cl)cc21)N1CCCCCC1 | 7% | 1.4 | -8% | -1% | 0.0 | 12% | 0% | -8% | i | 55 | -1.4% |
| 3 | O=C(O)C(CCCCN1C(=O)C2C3C=CC(C3)C2C1=O)N1C(=O)C2C3C=CC(C3)C2C1=O (centres undefined) | 5% | 0.2 | 8% | 0% | -1.1 | 10% | 1% | 0% | i | 48 | 0.7% |
| 4 | COc1ccc(/C=N/NC(N)=S)cc1 | 8% | 0.6 | -6% | 7% | 2.2 | -6% | -7% | -4% | i | 54 | 0.1% |
| 5 | [O-][N+]12CCCCC1CCCC2CO (centres undefined) | 11% | 0.4 | 1% | -4% | -0.6 | -10% | 1% | -16% | i | 58 | -0.5% |
| 6 | Cc1ccc(-c2nn(-c3ccccc3)cc2C(=O)NCC2CCCO2)cc1 (centres undefined) | 5% | 0.8 | · | · | 1.5 | · | -4% | · | i | 62 | · |
| 7 | Cn1c(=O)c2c(nc3sccn32)n(C)c1=O | -1% | 3.1 | 0% | -1% | 0.2 | -3% | 5% | -4% | i | 39 | 0.6% |
| 8 | C=CCC(C)(NCc1ccccc1)c1ccccc1 (centres undefined) | 2% | 1.5 | 18% | 4% | 1.3 | 10% | 10% | -6% | i | 80 | 0.7% |
| 9 | O=C1Cc2ccccc2C(=O)N1OCc1ccc(Cl)cc1Cl | 1% | 0.2 | -8% | -1% | 0.3 | 1% | 9% | -5% | i | 37 | 13% |
| 10 | COc1ccc(S(=O)(=O)Nc2ccccc2C(=O)Nc2nc(-c3ccc(F)cc3)cs2)cc1OC | 9% | 0.5 | 13% | 3% | 45* | 0% | -6% | 4% | i | 74* | 15µM* |
| 11 | CC(C)c1ccc(C2/C(=C(\O)c3ccc4c(c3)OCCO4)C(=O)C(=O)N2CCN2CCOCC2)cc1 (centres undefined) | -13% | · | -9% | 6% | -1.1 | 4% | -12% | -3% | ? | 73 | -0.7% |
| 12 | O=C(CN1CCN(C(c2ccccc2)c2ccccc2)CC1)NC(=O)NCc1ccco1 | 5% | 0.4 | 3% | -3% | -1.9 | -4% | 10% | -1% | i | 81 | 1.6% |
| 13 | COc1ccc(-c2nnn(CC(=O)NCCc3c[nH]c4ccccc34)n2)cc1OC | 8% | 1.6 | -1% | 2% | -0.5 | -6% | 5% | -2% | i | 50 | 0.7% |
| 14 | Cc1ccnc(N2CCC(C(=O)Nc3nnc(C)s3)CC2)n1 | 5% | 1.3 | -3% | 4% | 0.3 | -9% | -14% | -6% | i | 75 | 47% |
| 15 | O=C(Cn1ncc(N2CCOCC2)c(Cl)c1=O)c1ccc(Cl)cc1 | 3% | 0.3 | 4% | 0% | -0.4 | 9% | -7% | -4% | i | 30 | 0.0% |
| 16 | CCOc1ccc(C(=O)N2CCc3ccccc32)cc1 | 9% | 1.0 | 1% | 2% | -0.7 | 14% | 1% | -5% | i | 51 | 2.5% |
| 17 | CC1(OC(=O)C2CCCC2)C(=O)C=C2C=C(c3ccsc3)N(C3CCCC3)C=C2C1=O (centres undefined) | 1% | 1.1 | -1% | 2% | -1.0 | -17% | 1% | -9% | i | 73 | 4.6% |
| 18 | CC(C)CN(C(=O)COC(=O)c1ccccc1Sc1ccccc1C#N)C1CCS(=O)(=O)C1 (centres undefined) | -6% | 0.3 | -5% | -5% | -0.4 | 2% | 0% | 6% | i | 45 | 0.1% |
| 19 | CCn1cnc2cc(NC(=O)c3ccc(C)cc3)ccc21 | 6% | 0.4 | 23% | 1% | -0.7 | 2% | 6% | -8% | i | 59 | -0.5% |
| 20 | COc1cc(OC)c2c(C)c(Cl)c(=O)oc2c1 | 11% | 0.9 | 7% | -7% | -2.3 | 2% | 4% | -17% | i | 91 | -1.6% |
| 21 | CCOc1cc(/C=N/NC(=O)c2ccc(CN3CCOCC3)cc2)ccc1OC | 2% | 0.3 | 10% | -3% | 0.9 | -6% | -2% | 5% | i | 47 | 0.7% |
| 22 | Cc1cc(C)c(NC(=O)c2sc3nc(C)[nH]c(=O)c3c2C)c(C)c1 | · | · | 1% | -4% | -1.6 | 0% | -6% | -9% | · | 86 | 0.4% |
| 23 | CCCCN(CC)C(=O)c1ccc(Cl)cc1 | 0% | 0.3 | 3% | 5% | 1.1 | 0% | 0% | -7% | i | 55 | 0.1% |
| 24 | C=CCN(C(=O)c1csnn1)C(C(=O)NCc1ccc(F)cc1)c1ccccc1 (centres undefined) | 2% | 2.0 | -5% | -3% | -2.0 | 7% | -8% | 0% | i | 39 | 0.7% |
| 25 | CC(C)(C)NC(=O)NC(=O)COC(=O)Cc1coc2ccc3ccccc3c12 | 9% | 0.2 | -8% | 4% | 10 | -4% | 4% | 7% | i | 55 | -1.0% |
| 26 | Cc1cccc(C)c1NC(=O)C(=O)NCC1CCCN1S(=O)(=O)c1cccs1 (centres undefined) | 9% | 0.2 | · | · | 2.2 | · | 4% | · | i | 72 | · |
| 27 | Cc1ccc(NC(=S)NNC(=O)Cn2nc(C(F)F)cc2C(F)F)cc1 | 4% | 0.6 | 6% | 17% | 1.2 | 0% | 5% | -2% | i | 47 | 0.4% |
| 28 | CCCCNC(=S)NC(=O)c1ccc([N+](=O)[O-])cc1 | 6% | 0.5 | 6% | 2% | 0.0 | 13% | -1% | -6% | i | 56 | -1.1% |
| 29 | CC1=C(C(=O)OC(C)C)C(c2ccccc2)NC(=O)N1C (centres undefined) | 5% | 0.4 | -10% | -3% | 0.5 | -9% | -6% | -1% | i | 63 | 0.2% |
| 30 | O=C(NCCCN1CCCC1=O)c1cccc(C(F)(F)F)c1 | 2% | 0.8 | 5% | -1% | -0.4 | 5% | -3% | -6% | i | 70 | -2.4% |
| 31 | CCOC(=O)CC1C(=O)NCCN1C(=S)Nc1ccccc1 (centres undefined) | 0% | 0.4 | 6% | -2% | -1.0 | · | -7% | -6% | i | 31 | -3.0% |
| 32 | COc1ccc(N(C(C)C(=O)N2CCCC2)S(C)(=O)=O)cc1 (centres undefined) | 7% | 0.6 | -6% | -2% | -0.1 | 6% | 5% | -5% | i | 53 | -0.2% |
| 33 | Cc1cccc(C(=O)OC2CCOC2=O)c1O (centres undefined) | 9% | 0.7 | 8% | 1% | 1.3 | 6% | -1% | -10% | i | 43 | 0.8% |
| 34 | CC(C)Sc1nnc(NC(=O)C2CC2)s1 | 0% | 1.6 | -11% | -2% | 0.9 | -7% | · | 2% | i | 69 | -0.9% |
| 35 | COC(=O)CN(Cc1ccccc1)S(=O)(=O)c1ccc(OC)c(OC)c1 | 2% | 6.6 | 29% | 6% | 0.6 | -4% | 5% | 2% | i | 37 | -2.1% |
| 36 | CCN(Cc1ccccc1)S(=O)(=O)c1ccc(C(=O)Nc2nnc(C)o2)cc1 | 7% | 1.0 | 13% | -9% | 0.1 | 5% | 3% | -2% | i | 62 | 3.6% |
| 37 | N#Cc1nc(Cc2cccc3ccccc23)oc1NCCN1CCOCC1 | -11% | 4.4 | -10% | 3% | -1.0 | 2% | -3% | -2% | i | 53 | 0.6% |
| 38 | COc1ccc(C(=O)CCNc2ccc(F)cc2)cc1 | 13% | 0.3 | -6% | -6% | -0.7 | 0% | 5% | -10% | i | 38 | -2.8% |
| 39 | CCN(CC)C(=O)c1cc2sc3ccccc3c2s1 | 18% | 0.4 | -7% | -1% | 1.4 | 2% | 5% | 5% | i | 48 | -1.7% |
| 40 | COc1ccc(S(=O)(=O)Nc2c(C(=O)O)[nH]c3ccc(OC)cc23)cc1 | 7% | 4.2 | 6% | -2% | -0.3 | -8% | 3% | -10% | i | 60 | 4.0% |
| 41 | CCC1C(=O)CC(c2ccco2)NC1c1ccco1 (centres undefined) | 10% | 0.7 | 3% | -2% | 2.5 | -6% | 3% | 0% | i | 38 | 1.2% |
| 42 | Cc1sc2ncnc(SCC(=O)c3cccs3)c2c1C | 10% | 0.2 | -8% | -4% | 0.4 | 5% | -11% | -2% | i | 85 | 2.0% |

Arranged by molar mass (rising): 6 of the compounds above
| item | Molecule | MgcRacGAP inhibition | Myeloid diff MLP GFP+ MAC1+ % | GPR55 antagonists | SIAH1 antagonists | NTR1 agonist | GPR35 antagonists | Salmonella PhoP GFP | LYP phosphatase | Myeloid diff MLP | NTR1 agonist cell count 20 µM | HIV fusion peptide |
| --- | --- | --- | --- | --- | --- | --- | --- | --- | --- | --- | --- | --- |
| 34 | CC(C)Sc1nnc(NC(=O)C2CC2)s1 | 0% | 1.6 | -11% | -2% | 0.9 | -7% | · | 2% | i | 69 | -0.9% |
| 38 | COc1ccc(C(=O)CCNc2ccc(F)cc2)cc1 | 13% | 0.3 | -6% | -6% | -0.7 | 0% | 5% | -10% | i | 38 | -2.8% |
| 42 | Cc1sc2ncnc(SCC(=O)c3cccs3)c2c1C | 10% | 0.2 | -8% | -4% | 0.4 | 5% | -11% | -2% | i | 85 | 2.0% |
| 40 | COc1ccc(S(=O)(=O)Nc2c(C(=O)O)[nH]c3ccc(OC)cc23)cc1 | 7% | 4.2 | 6% | -2% | -0.3 | -8% | 3% | -10% | i | 60 | 4.0% |
| 27 | Cc1ccc(NC(=S)NNC(=O)Cn2nc(C(F)F)cc2C(F)F)cc1 | 4% | 0.6 | 6% | 17% | 1.2 | 0% | 5% | -2% | i | 47 | 0.4% |
| 36 | CCN(Cc1ccccc1)S(=O)(=O)c1ccc(C(=O)Nc2nnc(C)o2)cc1 | 7% | 1.0 | 13% | -9% | 0.1 | 5% | 3% | -2% | i | 62 | 3.6% |

Rows were taken by chance; about 2.4% have a hit in one of these screens.
